Bcl-XL Bim block = inhibitors of Bim-Bcl-XL binding, primary screen, biochemical, multiplexed, bead flow cytometry, human Bcl-XL | Bcl-2-like protein 1 (Homo sapiens), Q07817 | Bim peptide-Bcl-XL binding, fluorescence | inhibition, % at 10 µM | 190,000 tested, 0.04% active
Target sequence (Q07817 whole entry, looked up): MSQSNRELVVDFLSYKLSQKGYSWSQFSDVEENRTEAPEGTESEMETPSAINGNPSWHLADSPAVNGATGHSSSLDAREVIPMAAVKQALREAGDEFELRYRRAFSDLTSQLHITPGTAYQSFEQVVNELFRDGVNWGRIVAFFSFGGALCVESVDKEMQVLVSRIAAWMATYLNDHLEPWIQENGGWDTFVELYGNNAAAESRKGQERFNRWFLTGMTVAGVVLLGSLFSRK
Bim-Bcl-B = inhibitors of Bim-Bcl-B binding, primary screen, biochemical, multiplexed, human Bcl-2 family | Bcl-2-like protein 10 (Homo sapiens), Q9HD36 | bead-based flow cytometry, Bim peptide-Bcl-B binding | inhibition, % at 10 µM | 190,000 tested, 0.073% active;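 also: 0% = tracer peptide without compound and 100% = reference inhibitor peptide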
Target sequence (Q9HD36 whole entry, looked up): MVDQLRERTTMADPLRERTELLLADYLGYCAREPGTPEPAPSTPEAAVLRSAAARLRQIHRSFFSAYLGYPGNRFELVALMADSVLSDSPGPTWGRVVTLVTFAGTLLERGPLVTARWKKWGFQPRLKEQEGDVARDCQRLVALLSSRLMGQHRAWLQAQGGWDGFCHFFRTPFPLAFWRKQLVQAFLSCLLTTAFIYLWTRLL
Bim-Bcl-W = inhibitors of Bim binding to Bcl-W, primary screen, biochemical, multiplexed, bead-based flow cytometry; Bcl-2-like protein 2 (Homo sapiens), Q92843; Bim peptide-Bcl-W binding; inhibition, % at 10 µM; 190,000 tested, 0.02% active;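 also: 0% = bound tracer without compound and 100% = peptide blocker; higher means less fluorescent Bim peptide bound to Bcl-W beads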
Target sequence (Q92843 whole entry, looked up): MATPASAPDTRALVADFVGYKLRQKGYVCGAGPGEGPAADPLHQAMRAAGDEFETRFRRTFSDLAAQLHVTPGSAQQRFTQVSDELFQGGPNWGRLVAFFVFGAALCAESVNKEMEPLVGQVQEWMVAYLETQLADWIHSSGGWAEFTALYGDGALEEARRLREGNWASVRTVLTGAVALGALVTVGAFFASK
RGS8-Gao = RGS8-Galphao binding modulators, primary screen, biochemical, multiplexed bead flow cytometry. actives lie on both sides. 220,000 tested, 0.34% active. response (percent of control binding), % at 10 µM; in the data active = response below about 60% or above about 140%; inactive = in between;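 also: Galphao activated as the GDP aluminium fluoride complex binding bead-coupled RGS8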
Bim-Mcl-1 = inhibitors of Bim peptide binding to Mcl-1, primary screen, biochemical, bead-based flow cytometry, multiplex; inhibition, % at 10 µM; Induced myeloid leukemia cell differentiation protein Mcl-1 (Homo sapiens), Q07820; 190,000 tested, 0.1% active; AID 1009, 2008; Bim peptide-Mcl-1 binding;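 also: 0% = no compound tracer wells and 100% = peptide blocker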
Mcl1 Bid PPI = Mcl-1/Bid binding inhibitors, primary screen, biochemical, TR-FRET, 1536-well; TR-FRET Mcl-1/Bid-Dy647 peptide binding; 220,000 tested, 0.97% active; inhibition, % at 21.7 µM;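 active = compounds that cut the binding signal by more than half at the single screening dose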;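 also: His-tagged Mcl-1 with europium anti-His antibody binding Bid BH3 peptide; 0% = Mcl-1 plus peptide wells and 100% = peptide-only wells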
Mcl1-Noxa inh = Mcl-1/Noxa binding inhibitors, primary screen, biochemical, TR-FRET, 1536-well; Induced myeloid leukemia cell differentiation protein Mcl-1 (Homo sapiens), Q07820; inhibition, % at 21.7 µM; TR-FRET Mcl-1/Noxa peptide binding, 2 h; 220,000 tested, 1.5% active;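 active = compounds that cut the protein-peptide binding signal by more than 50% relative to plate controls in a single-dose test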;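 also: His-tagged Mcl-1 with rhodamine Noxa BH3 peptide and terbium anti-His antibody; 0% = Mcl-1 plus Noxa peptide wells and 100% = peptide-only wells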
Bcl-2 Bim block = inhibitors of Bim-Bcl-2 binding, primary screen, biochemical, multiplexed, human Bcl-2 family | Bead-based flow cytometry, Bim peptide-Bcl-2 binding | inhibition, % at 10 µM | 190,000 tested, 0.06% active; in the data active = inhibition above about 40%; inconclusive = no clear call, values can overlap the other calls;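 also: 0% = no compound wells with probe peptide and 100% = reference peptide inhibitor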
Target sequence (P10415 whole entry, looked up): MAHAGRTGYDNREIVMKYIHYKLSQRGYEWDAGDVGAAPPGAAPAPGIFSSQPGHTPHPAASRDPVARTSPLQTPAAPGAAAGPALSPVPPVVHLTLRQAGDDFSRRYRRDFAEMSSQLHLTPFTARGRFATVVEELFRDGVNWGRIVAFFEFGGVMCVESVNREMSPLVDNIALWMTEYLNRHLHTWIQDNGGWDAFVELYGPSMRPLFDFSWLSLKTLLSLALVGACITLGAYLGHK
RGS4-Gao reg = modulators of RGS4 binding to Galphao, primary screen, biochemical, multiplexed bead flow cytometry; actives lie on both sides; 220,000 tested, 0.33% active; binding response (% of control), % at 10 µM; Guanine nucleotide-binding protein G(o) subunit alpha (Homo sapiens), P09471; in the data active = binding response below about 49% or above about 150%; inactive = in between;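 also: fluorescent Galphao activated with aluminum fluoride binding bead-coupled RGS4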
RGS7-Gao reg = RGS7-Galphao binding modulators, primary screen, biochemical, multiplexed bead flow cytometry. Guanine nucleotide-binding protein G(o) subunit alpha (Homo sapiens), P09471. actives lie on both sides. binding response (% of control), % at 10 µM. 220,000 tested, 0.35% active. AID 1439, 2008; in the data active = binding response below about 49% or above about 150%; inconclusive = no clear call, values can overlap the other calls; inactive = in between;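 also: fluorescent Galphao held in activated GDP-AlF4 state binding bead-coupled RGS7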
Bim-Bfl-1 = inhibitors of Bim binding to Bfl-1, primary screen, biochemical, multiplexed, bead-based flow cytometry. Bim-Bfl-1 binding inhibition. AID 1008, 2008. inhibition, % at 10 µM. Bcl-2-related protein A1 (Homo sapiens), Q16548. 190,000 tested, 0.12% active;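 also: 0% = wells without compound plus tracer and 100% = blocker peptide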
An asterisk follows results filed as active; u = inconclusive; x = not tested or not shown. Rule as the data show it, unless noted: active = inhibition above about 40%.

smiles	Bcl-XL Bim block	Bim-Bcl-B	Bim-Bcl-W	RGS8-Gao	Bim-Mcl-1	Mcl1 Bid PPI	Mcl1-Noxa inh	Bcl-2 Bim block	RGS4-Gao reg	RGS7-Gao reg	Bim-Bfl-1
COC(CNc1ccc([N+](=O)[O-])c(NCC(OC)OC)c1C#N)OC	x	x	x	95.0	x	48.9	7.1	x	99.0	u	x
COc1ccc(N(CC(=O)NC2CCCCC2)C(=O)CNC(=O)c2ccco2)c(OC)c1	0.0	0.0	0.0	102.8	1.0	-10.3	-11.4	2.0	100.5	103.5	1.0
CCOC(=O)N1CCC(N2Cc3cccc(C(=O)Nc4ccc(OC)c(OC)c4)c3C2=O)CC1	3.0	6.0	7.0	84.0	4.0	-13.6	1.0	6.0	85.1	84.6	4.0
CCS(=O)(=O)N1CCC(NC(=O)C2CCCCC2)CC1	0.0	-1.0	1.0	100.2	2.0	2.6	-8.9	1.0	99.6	104.2	-5.0
COC(=O)NNC(=O)Cc1cccc2ccccc12	-7.0	-5.0	-2.0	102.5	-4.0	-6.7	-4.2	-3.0	101.4	98.7	-1.0
CCCC(CCC)n1[nH]c(=O)c2c(C)cc(C)nc21	-3.0	-5.0	0.0	97.4	0.0	-26.6	5.9	-7.0	100.0	101.3	-19.0
NS(=O)(=O)c1ccc(CCNC(=O)C2CCN(S(=O)(=O)c3cnc[nH]3)CC2)cc1	4.0	0.0	0.0	95.2	4.0	-12.0	0.9	2.0	117.6	98.2	4.0
CCCCCCCCC[n+]1cccc2c3ccccc3ccc21	0.0	0.0	1.0	102.8	0.0	-24.1	-0.8	0.0	106.3	104.9	0.0
CSCCC(NC(N)=O)C(=O)Nc1cccc(S(=O)(=O)N2CCOCC2)c1 (configuration not stated)	-3.0	-4.0	-4.0	99.3	-1.0	-36.7	8.8	-4.0	98.3	u	-5.0
CCc1ccc(C2CC(c3ccc(Cl)cc3)n3nc(N)nc3N2)cc1 (configuration not stated)	-6.0	-4.0	-1.0	97.6	-1.0	-3.4	1.1	-3.0	93.1	93.7	-8.0
COC(=O)c1nn(-c2ccccc2)c2nnc(Cc3ccc(C)cc3)c(=O)n12	-3.0	-3.0	-3.0	100.1	-2.0	-9.6	-1.4	-6.0	100.8	101.3	-1.0
CC(C)C(=O)Nc1cccc(C(=O)Nc2cc([N+](=O)[O-])ccc2F)c1	-1.0	-2.0	1.0	95.8	1.0	-9.0	15.1	3.0	98.9	95.0	-6.0
Cc1ccc(N2CCN(C(=O)c3cccc([N+](=O)[O-])c3)CC2)cc1Cl	1.0	-2.0	0.0	100.3	0.0	-37.8	1.1	-2.0	100.0	95.1	-2.0
O=C(NCc1n[nH]c(=S)n1Cc1ccccc1)c1ccccc1	-6.0	-15.0	1.0	98.9	4.0	-40.8	19.6	-4.0	102.6	107.3	-5.0
COc1ccc(C(=O)COC(=O)CNS(=O)(=O)c2ccc(C)cc2)cc1	-5.0	-6.0	-4.0	98.5	-4.0	-9.8	-4.2	-10.0	97.9	97.0	-9.0
O=C(CCN1C(=O)COc2ccccc21)NCCN1CCN(c2cccc(Cl)c2)CC1	0.0	-5.0	5.0	98.2	-3.0	-35.0	0.1	-7.0	98.8	98.2	-14.0
c1ccc(CN2CCC(Nc3nc(-c4cccs4)nc4ccccc34)CC2)cc1	0.0	-4.0	0.0	100.5	-1.0	3.8	17.3	0.0	99.8	97.3	-4.0
Nc1n[nH]c2c1C1(CCCCC1)Cc1ccccc1-2	-8.0	-3.0	-6.0	102.3	-4.0	7.2	0.5	-4.0	105.0	106.4	-1.0
C/C=C(\C)C(=O)NCCN1C2=NC[C@@H](Cc3ccccc3)N2C[C@H]1Cc1ccc(O)cc1	1.0	-6.0	0.0	90.2	-1.0	-0.9	11.1	0.0	83.7	86.4	-1.0
O=S1(=O)N=C2CCCCCN2C(c2ccc(Br)cc2)N1 (configuration not stated)	-8.0	-1.0	-3.0	100.2	-4.0	-6.4	-0.3	-2.0	95.9	97.3	-4.0
Cc1oc(/N=C/c2ccc(Cl)cc2)c(C#N)c1C	1.0	-6.0	0.0	99.6	1.0	-5.8	8.0	-5.0	101.5	100.6	-13.0
Cc1ccc(CNC(=O)[C@H](C)[C@H]2C[C@]2(C)[C@H](NC(=O)OCc2ccccc2)c2ccccc2)o1	-1.0	-4.0	0.0	96.6	-2.0	-13.9	19.3	0.0	96.7	101.6	-1.0
CN1CCN(C(=O)CSc2ccc(C(F)(F)F)cc2[N+](=O)[O-])CC1	-6.0	-7.0	-4.0	103.1	-6.0	-8.0	9.9	-3.0	103.8	106.3	0.0
Cc1ccc(S(=O)(=O)NC2(C(F)(F)F)C(=O)Nc3c2c(=O)n(C)c(=O)n3C)cc1 (configuration not stated)	-1.0	-5.0	-2.0	98.3	0.0	-82.6	-60.1	-9.0	98.7	99.7	-14.0
Cc1[nH]c2ccccc2c1C(=O)C(=O)N1CCN(C(=O)c2ccco2)CC1	-4.0	-3.0	-3.0	102.3	-1.0	-27.1	1.1	-4.0	102.8	104.7	-11.0

Taken from the results shown for reference:
smiles	Bcl-XL Bim block	Bim-Bcl-B	Bim-Bcl-W	RGS8-Gao	Bim-Mcl-1	Mcl1 Bid PPI	Mcl1-Noxa inh	Bcl-2 Bim block	RGS4-Gao reg	RGS7-Gao reg	Bim-Bfl-1
Nc1n[nH]c2c1C1(CCCCC1)Cc1ccccc1-2	-8.0	-3.0	-6.0	102.3	-4.0	7.2	0.5	-4.0	105.0	106.4	-1.0
C/C=C(\C)C(=O)NCCN1C2=NC[C@@H](Cc3ccccc3)N2C[C@H]1Cc1ccc(O)cc1	1.0	-6.0	0.0	90.2	-1.0	-0.9	11.1	0.0	83.7	86.4	-1.0
O=S1(=O)N=C2CCCCCN2C(c2ccc(Br)cc2)N1 (configuration not stated)	-8.0	-1.0	-3.0	100.2	-4.0	-6.4	-0.3	-2.0	95.9	97.3	-4.0
Cc1oc(/N=C/c2ccc(Cl)cc2)c(C#N)c1C	1.0	-6.0	0.0	99.6	1.0	-5.8	8.0	-5.0	101.5	100.6	-13.0
Cc1ccc(CNC(=O)[C@H](C)[C@H]2C[C@]2(C)[C@H](NC(=O)OCc2ccccc2)c2ccccc2)o1	-1.0	-4.0	0.0	96.6	-2.0	-13.9	19.3	0.0	96.7	101.6	-1.0
CN1CCN(C(=O)CSc2ccc(C(F)(F)F)cc2[N+](=O)[O-])CC1	-6.0	-7.0	-4.0	103.1	-6.0	-8.0	9.9	-3.0	103.8	106.3	0.0
Cc1ccc(S(=O)(=O)NC2(C(F)(F)F)C(=O)Nc3c2c(=O)n(C)c(=O)n3C)cc1 (configuration not stated)	-1.0	-5.0	-2.0	98.3	0.0	-82.6	-60.1	-9.0	98.7	99.7	-14.0
Cc1[nH]c2ccccc2c1C(=O)C(=O)N1CCN(C(=O)c2ccco2)CC1	-4.0	-3.0	-3.0	102.3	-1.0	-27.1	1.1	-4.0	102.8	104.7	-11.0

Other compounds:
Letter code – A = Bcl-XL Bim block; B = Bim-Bcl-B; C = Bim-Bcl-W; D = RGS8-Gao; E = Bim-Mcl-1; F = Mcl1 Bid PPI; G = Mcl1-Noxa inh; H = Bcl-2 Bim block; I = RGS4-Gao reg; J = RGS7-Gao reg; K = Bim-Bfl-1
Structure: Cc1ccc(Nc2c([N+](=O)[O-])c(=O)oc3ccccc23)cc1C
  A: 1.0 | B: 0.0 | C: -1.0 | D: 100.3 | E: -5.0 | F: -24.8 | G: 12.1 | H: 1.0 | I: 101.3 | J: 99.5 | K: -2.0

Structure: CCCN(CCC)C(=O)CSc1nc2ccsc2c(=O)n1NC(=O)c1ccccc1
  A: -4.0 | B: -3.0 | C: 0.0 | D: 99.8 | E: 0.0 | F: -0.9 | G: 17.3 | H: -5.0 | I: 97.0 | J: 101.4 | K: -14.0

Structure: Cc1ccc(C)n1-c1cccc(NC(=O)c2ccccc2)c1
  A: -4.0 | B: -6.0 | C: -1.0 | D: 99.1 | E: 0.0 | F: -74.0 | G: 4.7 | H: 0.0 | I: 101.0 | J: 99.7 | K: 4.0

Structure: CN(CC(=O)NCCN1CCCCCC1)S(=O)(=O)c1cccc2nsnc12
  A: -7.0 | B: -8.0 | C: 3.0 | D: 103.0 | E: -2.0 | F: -27.7 | G: 26.2 | H: -9.0 | I: 103.0 | J: 109.4 | K: -13.0

Structure: CN1CCCC(OC(=O)c2cc(Br)ccc2Cl)C1 (configuration not stated)
  A: 0.0 | B: -1.0 | C: 10.0 | D: 99.0 | E: 0.0 | F: -16.4 | G: -12.8 | H: -6.0 | I: 97.7 | J: 96.8 | K: -9.0

Structure: Cc1nc2ccccn2c1P(=O)(N1CCCCC1)N1CCCCC1
  A: -3.0 | B: 2.0 | C: -1.0 | D: 116.4 | E: -5.0 | F: -13.6 | G: -0.4 | H: 3.0 | I: 103.4 | J: 103.8 | K: 7.0

Structure: N=C(N)c1ccc(O)cc1
  A: -4.0 | B: -7.0 | C: -3.0 | D: 103.0 | E: -8.0 | F: -4.9 | G: 0.1 | H: -2.0 | I: 101.6 | J: 97.4 | K: -6.0

Structure: COc1ccccc1/C=N/NC(=O)CNC(=O)c1ccc(S(=O)(=O)N(C)C)cc1
  A: -3.0 | B: -3.0 | C: 1.0 | D: 107.0 | E: 1.0 | F: -3.9 | G: 10.8 | H: 1.0 | I: 101.1 | J: 100.9 | K: 0.0

Structure: O=C(Nc1ccc(Cl)c(Cl)c1)Nc1ccc(Br)cc1F
  A: -8.0 | B: -7.0 | C: -8.0 | D: 102.1 | E: -6.0 | F: -20.8 | G: 2.7 | H: -6.0 | I: 97.5 | J: 100.0 | K: -4.0

Structure: COc1cc(S(=O)(=O)NCc2ccccn2)c(OC)cc1Cl
  A: -5.0 | B: -6.0 | C: -3.0 | D: 90.1 | E: -4.0 | F: -14.0 | G: -12.9 | H: 9.0 | I: 94.2 | J: 92.6 | K: 0.0

Structure: CCCc1cc(=O)oc2cc(OCC(=O)Nc3ccc4c(c3)OCCO4)ccc12
  A: -3.0 | B: -7.0 | C: 0.0 | D: 97.5 | E: -1.0 | F: 8.0 | G: -16.4 | H: -13.0 | I: 91.6 | J: 93.8 | K: -16.0

Structure: Cn1c(CN2CCOCC2)nnc1SCc1cccc(F)c1
  A: -13.0 | B: -4.0 | C: -7.0 | D: 97.4 | E: -22.0 | F: -9.3 | G: -0.1 | H: -2.0 | I: 95.7 | J: 92.7 | K: -1.0

Structure: O=C(Cc1cccc2ccccc12)NN1C(=O)C2C(C1=O)C1C=CC2C12CC2 (configuration not stated)
  A: 0.0 | B: -5.0 | C: -5.0 | D: 98.1 | E: -3.0 | F: -11.9 | G: 14.3 | H: -4.0 | I: 100.6 | J: 98.7 | K: -3.0

Structure: O=C(N/N=C/c1ccc[nH]1)c1cccnc1
  A: -4.0 | B: -6.0 | C: -1.0 | D: 102.0 | E: 0.0 | F: -15.0 | G: -5.9 | H: -6.0 | I: 99.8 | J: 103.8 | K: -13.0
